From PubChem BioAssay
AID2073 – inhibitors of Mint1-CaV2.2 protein interaction, biochemical, HTRF (AID 2073). HTRF protein-protein interaction, Mint1-CaV2.2; higher % means a stronger effect. 290,000 compounds, 0.19% hits. one-dose inhibition, % at 20 µM; IC50 in µM for titrated hits; in the data active = inhibition mostly above about 51%, no sharp cut-off; note: some results filed as inactive read as strong as hits
M17LAP inhibition – P. falciparum M17LAP inhibitors, primary screen, biochemical, fluorogenic H-Leu-NHMec substrate, 1536-well (AID 1619) | recombinant M17LAP, H-Leu-NHMec fluorogenic kinetic assay; higher % means a stronger effect | inhibition, % at 30 µM, or IC50 in µM where a hit was titrated | Leucine aminopeptidase (Plasmodium falciparum (isolate 3D7)) | 220,000 compounds, 0.38% hits;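 active = compound inhibiting the enzyme by more than half at any dose during confirmatory dose-response retesting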;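 note: plate controls were full reaction with DMSO carrier for no effect and no enzyme background for full effect; strong numbers were not always called active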
HEK293 NOD2/NF-kB – NOD2 signaling inhibitors, cell-based, luminescence, uHTS, HEK293 (AID 1566) | HEK293 NOD2/NF-kB luciferase reporter, luminescence; higher % means a stronger effect | one-dose inhibition, % at 4 µM; EC50 in µM for titrated hits | 290,000 compounds, 0.63% hits; note: many of its hits are not listed in these tables
GPR55 activation – GPR55 agonists via beta-arrestin recruitment, primary screen, imaging, U2OS cells, beta-arrestin-GFP redistribution (AID 1961). G-protein coupled receptor 55 (Homo sapiens). U2OS GPR55 beta-arrestin-GFP redistribution imaging; higher % means a stronger effect. one-dose activation, % at 10 µM; EC50 in µM for titrated hits. 290,000 compounds, 0.048% hits;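 active = activation above 40% with more than 50 cells counted in the well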;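 note: U2OS osteosarcoma cells stably expressing GPR55 and beta-arrestin-GFP; plate controls were DMSO negative control for no effect and LPI positive control for full effect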
KOR beta-arrestin-1 – KOR antagonists, beta-arrestin recruitment, cell-based, luminescence, uHTS (AID 1778). 290,000 compounds, 0.091% hits. Kappa-type opioid receptor (Homo sapiens). KOR beta-arrestin recruitment, luminescence, antagonist mode; higher % means a stronger effect. inhibition, % at 10 µM; hits with a dose series show IC50 in µM; note: strong numbers were not always called active
Dynein cargo inh – inhibitors of GR-EGFP nuclear translocation, primary screen, dynein cargo transport inhibitor project, imaging, high-content, 3617.4 mouse cells | test concentration mostly 20 µM; stimulated with dexamethasone, 1 µM; hits give low values | z-score, hits read low | 220,000 compounds, 0.47% hits | AID 1381, 2008;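 active = plate z-score of nuclear minus cytoplasmic receptor signal below a set negative limit, without overly bright fluorescence or cell loss, cut at about -3.5 in these data, passing the limit was not always enough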;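 note: z-score of nuclear minus cytoplasmic ring GR-EGFP intensity difference per well; some compounds called inactive have numbers as strong as hits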
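Buffer or medium: tet-free, stripped-serum medium; reagent: dexamethasone at 1.0 µM final, 30 min; incubation: 48 h induction, 1 h compound, 30 min dex at 37 °C; measured by: formaldehyde fixation, Hoechst nuclear stain, 10x automated fluorescence imaging; read-out: nuclear-to-cytoplasmic GR-EGFP distribution per well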
KOR beta-arrestin-2 – KOR agonists, beta-arrestin recruitment, primary screen, cell-based, luminescence, uHTS (AID 1777); 280,000 compounds, 0.02% hits; one-dose activation, % at 10 µM; EC50 in µM for titrated hits; KOR beta-arrestin recruitment, luminescence; higher % means a stronger effect; in the data active = activation above about 50%, passing the limit was not always enough; note: a part of the inactive calls stands beside numbers as strong as those of hits
NOD1 NF-kB reporter – NOD1 signaling inhibitors, primary screen, cell-based, luminescence, uHTS (AID 1578); NOD1-driven NF-kB luciferase reporter cells, luminescence; higher % means a stronger effect; inhibition, % at 4 µM, or EC50 in µM where a hit was titrated; 290,000 compounds, 1% hits; in the data active = inhibition mostly above about 36%, no sharp cut-off; inactive = mostly below about 34%;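 note: HEK-293T reporter cells stimulated with the NOD1 agonist gamma-tri-DAP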
M1AAP inhibition – P. falciparum M1AAP inhibitors, biochemical, fluorogenic H-Leu-NHMec substrate, 1536-well (AID 1445) | Aminopeptidase N (Plasmodium falciparum (isolate 3D7)) | recombinant M1AAP, H-Leu-NHMec fluorogenic kinetic assay; higher % means a stronger effect | inhibition, % at 30 µM; hits with a dose series show IC50 in µM | 220,000 compounds, 0.42% hits;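 active = primary inhibition above the hit cutoff, then over 50% inhibition at one or more dose response concentrations, cut at about 23% in these data, passing the limit was not always enough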;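 note: plate controls were DMSO full reaction for no effect and no enzyme background for full effect; strong numbers were not always called active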
Dynein cargo inh cytoplasmic EGFP – also measured in Dynein cargo inh; calls as there; z-score; measured here: cytoplasmic GR-EGFP intensity; hits give high values
Dynein cargo inh nuclear GR-EGFP – recorded beside Dynein cargo inh, whose call it bears; z-score; measured here: nuclear GR-EGFP intensity;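 lower value marks the stronger effect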
Dynein cargo inh cell count – further read-out of Dynein cargo inh, marked with its call; z-score; measured here: cell count per field
Numbers without * were called inactive; nt = no result given; [ ] = another dose, or the depositor's remark. Cut-off read from the data, not from the text of the source, unless noted: active = inhibition above about 50%; inactive = the rest.

Every second line gives: AID2073	M17LAP inhibition	HEK293 NOD2/NF-kB	GPR55 activation	KOR beta-arrestin-1	Dynein cargo inh	Dynein cargo inh cytoplasmic EGFP	Dynein cargo inh nuclear GR-EGFP	Dynein cargo inh cell count	KOR beta-arrestin-2	NOD1 NF-kB reporter	M1AAP inhibition
C=CCN(CC=C)C(=O)c1ccncc1
→ -2%	11%	8%	-0.1%	14%	4.4	-0.061	2.3	-0.79	-3.4%	-6%	3%
Cc1cc(=O)oc2cc(OCC(=O)OCC(=O)N(C)C3CCS(=O)(=O)C3)ccc12 (stereo not drawn)
→ -6%	0%	5%	-0.3%	-2%	-0.75	-0.29	-0.24	0.6	0.7%	-4%	-1%
COc1ccc(NC(C)=O)c(C)c1
→ 18%	-5%	2%	0.2%	-1%	-1.1	1.2	0.31	0.00056	0.3%	-6%	4%
CS(=O)(=O)N1CCCC(C(=O)NCCCN2CCc3ccccc3C2)C1 (stereo not drawn)
→ 3%	4%	-2%	-0.1%	-13%	0.48	-0.17	0.64	-0.39	-4.0%	-17%	-2%
COc1ccc(OC)c(N2C(=O)CC(Cc3ccc(Cl)cc3)C2=O)c1 (stereo not drawn)
→ -5%	4%	15%	-0.3%	-1%	-0.025	-0.19	-0.63	0.59	-3.6%	-24%	3%
COc1ccc(/C=N/NC(=O)CCCOc2ccc(Cl)cc2Cl)cc1[N+](=O)[O-]
→ -8%	-9%	-8%	0.0%	-21%	1.3	-0.19	-0.34	-0.36	0.1%	32%	2%
COc1ccc(C)cc1NS(=O)(=O)c1ccc(NS(=O)(=O)c2ccc(NC(C)=O)cc2)cc1
→ -2%	0%	0%	0.0%	-56%	0.34	-0.22	0.31	1.8	0.0%	33%	-2%
N#Cc1c(-c2ccccc2)nc2n1CCS2
→ -1%	4%	-6%	0.1%	-41%[20 µM]	0.23	-0.26	0.28	-0.19	-0.9%	-29%	3%
CCCCCCCC(=O)N/N=C/c1ccc(Br)cc1
→ 5%	1%	-8%	0.0%	-11%	-0.84	-0.24	-0.82	1.8	2.7%	-7%	2%
CCC(C)N=Cc1c(Nc2ccccc2)nc2c(C)cccn2c1=O (stereo not drawn)
→ 15%	nt	-3%	-0.1%	8%	0.17	-0.8	-0.11	-0.066	2.8%	-10%	nt
CC(C)(C)c1ccc(CN2N=Nc3ccccc3S2(=O)=O)cc1
→ -17%	3%	-13%	1.0%	-15%	-2.6	0.061	-1.3	-0.82	6.0%	1%	17%
COC1(OC)N=C(N)C2(C#N)C(c3cccc(Oc4ccccc4)c3)C12C#N (stereo not drawn)
→ -2%	12%	15%	-0.3%	-31%	-1.4	-0.15	-0.69	0.91	4.5%	19%	2%
Cc1ccc2nc(-c3ccc(NC(=O)COC(=O)c4ccc(Br)o4)cc3)sc2c1
→ 32%	7%	-138%	-0.2%	-2%	-0.87	-0.14	-0.69	0.15	-0.4%	-38%	18%
CCc1ccc(CN2CCC(C(=O)Nc3cccc(-c4nnc(C)s4)c3)CC2)o1
→ 24%	nt	17%	0.3%	-25%	nt	nt	nt	nt	9.6%	18%	nt
COc1ccc(NC(=O)CSc2nc3ccccc3c(=O)n2CCCN2CCCCC2)c(OC)c1
→ 0%	-12%	4%	-0.1%	12%	3.3	0.58	2.5	-2.2	-1.3%	-6%	8%
CCCc1[nH]n(-c2nc3ccccc3s2)c(=O)c1C=NCCN1CCOCC1
→ -10%	13%	7%	0.4%	25%	-0.028	-0.26	-0.78	0.85	-2.0%	nt	4%
CCC(Sc1ncccc1C(=O)O)C(=O)N1CCCC1 (stereo not drawn)
→ -40%	-3%	10%	-0.1%	18%	-0.6	-0.023	-0.087	0.78	-0.5%	-23%	2%
CCCCNC(=O)Nc1ccc(C2SCCS2)cc1
→ -12%	1%	1%	-0.3%	nt	1.1	-0.19	0.36	-0.27	-1.6%	-14%	2%
Cc1cc(=O)n2[nH]cc(-c3ccccc3)c2n1
→ 6%	nt	6%	-0.2%	-9%	nt	nt	nt	nt	0.9%	27%	nt
COc1ccc(N(CC(=O)N2CCCCCC2)S(=O)(=O)c2ccccc2)cc1
→ 15%	nt	-4%	0.2%	-34%	nt	nt	nt	nt	8.3%	-25%	nt
Cc1ccc(-c2csc(N(CCc3ccccc3)C(=O)COc3ccccc3)n2)cc1
→ 8%	15%	-12%	-0.2%	-22%	0.61	-0.19	-0.0026	-0.66	4.6%	15%	7%
COc1ccc(Cl)cc1NC(=O)CSc1nc(-c2ccccc2)cc(=O)[nH]1
→ 7%	nt	-2%	0.6%	-36%[20 µM]	nt	nt	nt	nt	2.5%	-10%	nt
COc1nc(N(C)C)nc(N(OC)S(=O)(=O)c2ccccc2Cl)n1
→ 16%	-3%	-2%	-0.2%	22%	-1.5	-0.2	-0.24	0.58	7.1%	8%	11%
C[C@H](O)CC1=C[C@H](O)[C@@H](C)OC1=O
→ 5%	-1%	-9%	0.1%	-19%	0.71	-0.22	0.58	-0.33	2.5%	-5%	6%
Clc1ccc(-c2cc(C3CCNCC3)[nH]n2)c(Cl)c1
→ 3%	-10%	1%	-0.5%	-27%	-0.34	-0.16	0.0055	0.28	-0.1%	-48%	-3%
CCc1nnc(NC(=O)CCC(=O)Nc2ccccc2)s1
→ -4%	0%	1%	0.2%	-11%	0.78	-0.22	0.42	0.82	1.6%	-20%	11%
Cc1c(NC(=O)CSc2nnnn2C)c(=O)n(-c2ccccc2)n1C
→ -5%	12%	15%	0.3%	28%	-0.61	-0.14	-0.92	-0.25	0.4%	14%	3%
CCOC(=O)C1(CCc2ccccc2)CCN(Cc2ccc(C(=O)OC)cc2)CC1
→ 11%	nt	-9%	-0.1%	-17%	nt	nt	nt	nt	4.9%	14%	nt
CCCNC(=O)Cn1c(=O)oc2cc(S(=O)(=O)N3CC(C)CC(C)C3)ccc21 (stereo not drawn)
→ -4%	nt	0%	-0.1%	12%	nt	nt	nt	nt	-2.7%	-14%	nt
Cc1nc(Cl)c(C(=O)NCc2ccccc2)c(C)c1[N+](=O)[O-]
→ 18%	nt	16%	-0.3%	14%	nt	nt	nt	nt	-3.1%	-6%	nt

Continued; the last 5 above are carried over.
Every second line gives: AID2073	M17LAP inhibition	HEK293 NOD2/NF-kB	GPR55 activation	KOR beta-arrestin-1	Dynein cargo inh	Dynein cargo inh cytoplasmic EGFP	Dynein cargo inh nuclear GR-EGFP	Dynein cargo inh cell count	KOR beta-arrestin-2	NOD1 NF-kB reporter	M1AAP inhibition
CCc1nnc(NC(=O)CCC(=O)Nc2ccccc2)s1
→ -4%	0%	1%	0.2%	-11%	0.78	-0.22	0.42	0.82	1.6%	-20%	11%
Cc1c(NC(=O)CSc2nnnn2C)c(=O)n(-c2ccccc2)n1C
→ -5%	12%	15%	0.3%	28%	-0.61	-0.14	-0.92	-0.25	0.4%	14%	3%
CCOC(=O)C1(CCc2ccccc2)CCN(Cc2ccc(C(=O)OC)cc2)CC1
→ 11%	nt	-9%	-0.1%	-17%	nt	nt	nt	nt	4.9%	14%	nt
CCCNC(=O)Cn1c(=O)oc2cc(S(=O)(=O)N3CC(C)CC(C)C3)ccc21 (stereo not drawn)
→ -4%	nt	0%	-0.1%	12%	nt	nt	nt	nt	-2.7%	-14%	nt
Cc1nc(Cl)c(C(=O)NCc2ccccc2)c(C)c1[N+](=O)[O-]
→ 18%	nt	16%	-0.3%	14%	nt	nt	nt	nt	-3.1%	-6%	nt
CC(C)N1C(=O)CCN(C=O)c2ccccc21
→ 11%	0%	1%	0.0%	42%	1.2	-0.24	0.17	-0.82	-3.1%	-11%	1%
COc1ccc(-c2cc(C(=O)N3CCN(c4ncccn4)CC3)c3ccccc3n2)c(OC)c1
→ 6%	-5%	3%	0.6%	nt	2.9	-0.1	2.1	-2	-1.2%	8%	3%
CCOC(=O)c1c(NC(=O)CCN2C(=O)c3ccccc3C2=O)sc(C(=O)OC(C)C)c1C
→ 8%	-6%	9%	-0.1%	-1%	-0.22	-0.19	-0.21	0.16	4.8%	32%	8%
CCOC(=O)C1CCN(CC(O)COc2ccc(C(C)(C)C)cc2)CC1 (stereo not drawn)
→ -6%	-5%	-5%	0.3%	-22%	1.7	-0.021	1	-1	1.4%	6%	4%
COc1cc2c(cc1OC)C(NC(=O)C(F)(F)F)CNC2=O (stereo not drawn)
→ 0%	-2%	38%	-0.3%	7%	0.82	-0.26	0.88	-1.9	-6.1%	33%	4%
S=C1NCN(C2CCCCC2)CN1CCc1ccccc1
→ 34%	0%	20%	0.6%	22%	0.15	-0.22	-0.12	-0.1	0.4%	2%	-1%
CCOc1cc(C(=O)Nc2cccc(OCC(=O)N3CCOCC3)c2)cc(OCC)c1OCC
→ 8%	nt	-10%	-0.2%	-86%	nt	nt	nt	nt	7.8%	37%	nt
Cc1ccc(C(=O)N/C(=C/c2ccco2)C(=O)Nc2cccc(C)c2)cc1
→ 16%	23%	2%	0.2%	-5%	-0.25	-0.15	0.31	-0.066	-5.7%	14%	10%
Cc1cnc(C(=O)Nc2nccs2)cn1
→ 9%	5%	-39%	-0.1%	-23%	0.14	-0.42	0.2	0.1	1.2%	-26%	-3%
CCOC(=O)C1CCN(C(=O)c2[nH]c3ccc(OC)cc3c2C)CC1
→ 16%	nt	9%	-0.1%	-1%	nt	nt	nt	nt	-14%	1%	nt
O=C(NCc1ccc2c(c1)OCO2)c1cc(COc2c(F)cccc2F)on1
→ 7%	nt	-50%	0.3%	18%	nt	nt	nt	nt	1.2%	-34%	nt
CN(C(=O)COc1ccc(S(=O)(=O)N2CCOCC2)cc1[N+](=O)[O-])C1CCS(=O)(=O)C1 (stereo not drawn)
→ -6%	5%	9%	0.9%	4%	-0.095	-0.28	-0.16	0.37	-2.4%	-13%	0%
COc1ccccc1C(=O)CSc1nccn1C
→ 1%	nt	-4%	-0.1%	1%	nt	nt	nt	nt	-0.8%	-30%	nt

Only part of the results is shown; count on the stated rates, not on these rows.
